High-throughput results as filed in PubChem BioAssay.
Rad51 HR inh: blocks human Rad51 in homologous recombination; AID 1385; Q06609; hRad51 DNA strand exchange, fluorescence dequenching; inhibition, % at 10 µM; 200,000 compounds, 0.085% hits;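 active means inhibition above 40% at the single screening dose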;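 further: 0% = DMSO control wells and 100% = blanks with heterologous ssDNA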
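Test system – preformed human Rad51 ssDNA filaments · Reagent – Donor/quencher-labelled 47-bp dsDNA substrate · Incubation – 37 °C 15-min filament assembly, 30-min compound preincubation, 15-min exchange · Signal – FRET fluorescence dequenching, excitation 485 nm, emission 520 nm · Read-out – percent inhibition from fluorescence, normalised to plate control and blank means · Benchmarks – plate control and blank wells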
Cl transport mod: modulators of human KCC2 chloride dependent transport; Q9H2X9; KCC2 cells, thallium flux FluoZin-2 fluorescence; B-score of Tl+ flux slope (higher = more flux/activation; lower = inhibition) at 10 µM; 190,000 compounds, 2.2% hits; AID 1456;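 active means thallium flux slope and its plate-corrected score both differing from the plate sample mean at a set confidence after two filtering rounds, in either direction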;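 further: slope of fluorescence scaled to starting intensity during 10 to 20 s after thallium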
Hck-Nef inh: inhibitors of human Hck kinase activated by Nef; Recombinant Hck-YEEI plus Nef, Z-Lyte FRET kinase assay; P08631; inhibition, % at 20 µM; 220,000 compounds, 0.68% hits;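 active means Hck-Nef kinase inhibition above about 50%, limit read from the data; inactive means inhibition below that limit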;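 further: 0% = DMSO with Hck plus Nef and 100% = Hck alone without Nef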
FXIa inh 1536: factor XIa (human) inhibition; 220,000 compounds, 0.14% hits; P03951; inhibition, % at 5 µM; purified FXIa, Boc-Glu-Ala-Arg-AMC fluorogenic substrate;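 active means inhibition of at least 40%; inactive means inhibition below 40%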;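 further: fluorescence of freed AMC excited at 355 nm; 0% = enzyme without compound and 100% = no enzyme blank; many of its hits are not listed in these tables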
TNF death inh: blocks TNF-alpha induced death of Jurkat FADD-/- cells; Jurkat FADD-/- TNF necroptosis rescue, ATP luminescence, 24 h; 0 = TNF only, 100 = no-TNF cells; activation (protection from cell death), % at 10 µM; 220,000 compounds, 0.068% hits;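 active means activation, meaning protection from cell death, of at least 50% relative to plate controls; inactive means activation below 50%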;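 further: necroptosis triggered by 40 ng/mL TNF-alpha added together with compound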
FXIIa inh: factor XIIa (human) inhibition; P00748; purified FXIIa, Boc-QGR-AMC fluorogenic substrate, 2 h; inhibition, % at 5 µM; 220,000 compounds, 0.3% hits; AID 800; in the data active means inhibition above about 40%;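 further: 0% = enzyme with no compound and 100% = blank without enzyme; many of its hits are not listed in these tables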
Target sequence (P00748 20-372 limits assumed): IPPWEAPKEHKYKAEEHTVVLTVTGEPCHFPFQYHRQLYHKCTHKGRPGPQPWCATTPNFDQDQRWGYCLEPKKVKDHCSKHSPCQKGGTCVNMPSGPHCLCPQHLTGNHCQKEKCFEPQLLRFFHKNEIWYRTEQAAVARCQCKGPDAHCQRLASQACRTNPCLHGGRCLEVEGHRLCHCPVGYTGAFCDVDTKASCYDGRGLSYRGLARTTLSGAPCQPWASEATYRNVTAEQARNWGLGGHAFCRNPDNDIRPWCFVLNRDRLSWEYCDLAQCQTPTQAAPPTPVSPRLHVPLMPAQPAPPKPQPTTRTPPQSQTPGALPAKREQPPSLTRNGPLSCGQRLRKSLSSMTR
Target sequence (P00748 373-615 limits assumed): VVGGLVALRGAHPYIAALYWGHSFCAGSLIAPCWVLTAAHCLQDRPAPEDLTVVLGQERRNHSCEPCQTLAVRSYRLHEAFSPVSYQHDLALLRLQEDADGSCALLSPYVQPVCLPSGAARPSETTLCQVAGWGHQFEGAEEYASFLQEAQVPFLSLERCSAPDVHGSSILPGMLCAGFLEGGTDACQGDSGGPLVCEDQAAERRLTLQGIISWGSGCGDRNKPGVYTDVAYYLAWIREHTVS
L929 necroptosis: blocks zVAD induced death of L929 cells; L929 zVAD necroptosis rescue, ATP luminescence, 24 h; with zVAD 60 µM; 220,000 compounds, 0.38% hits; AID 1377; viability rescue, % at 10 µM;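 active means activation, scaled between plate controls, above about 75%, limit read from the data; inactive means activation under that limit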;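 further: 0% = zVAD with DMSO and 100% = DMSO alone without zVAD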
KLK5 inh: blocks human kallikrein 5 protease activity | Q9Y337 | recombinant hK5, fluorogenic AMC substrate cleavage | inhibition, % at 5 µM | 210,000 compounds, 0.59% hits;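 active means inhibition of 40% or more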;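 further: 0% = enzyme controls without compound and 100% = no-enzyme blanks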
Target sequence (Q9Y337 67-293 limits assumed): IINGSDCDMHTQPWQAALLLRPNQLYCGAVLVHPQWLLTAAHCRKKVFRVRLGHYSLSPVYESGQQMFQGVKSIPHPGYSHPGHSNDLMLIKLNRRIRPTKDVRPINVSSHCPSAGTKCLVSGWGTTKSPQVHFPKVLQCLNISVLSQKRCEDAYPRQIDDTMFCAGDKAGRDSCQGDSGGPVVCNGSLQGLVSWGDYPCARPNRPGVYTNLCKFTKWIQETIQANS
Thrombin inh: thrombin (human) inhibition; P00734; alpha-thrombin, Boc-VPR-AMC fluorogenic substrate cleavage; 220,000 compounds, 0.26% hits; inhibition, % at 5 µM;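 active means inhibition at or above 40%; inactive means inhibition below 40%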;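 further: 0% = enzyme with no compound and 100% = wells without enzyme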
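Material: Human alpha-thrombin protein | Buffer or medium: pH 7.5 Tris-saline with Tween 20 | Reagent: Boc-VPR-AMC substrate, 15 µM final | Schedule: Reaction at ambient temperature | Detection: AMC fluorescence at 355 nm excitation and 460 nm emission | Evaluation: Percent inhibition scaled between no-compound controls and no-enzyme blanks | Controls: no-compound enzyme wells and no-enzyme blanks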
Starred values were filed as active, the others as inactive; . = no result given. Not all compounds are listed; count on the stated rates, not on these rows.

Below each compound: Rad51 HR inh	Cl transport mod	Hck-Nef inh	FXIa inh 1536	TNF death inh	FXIIa inh	L929 necroptosis	KLK5 inh	Thrombin inh
- Cc1cc(NC(=O)CCC(=O)N(CC(=O)NC2CCCC2)Cc2cccs2)no1
    2	0.73	24	0	-0.5	13	1.3	7	-1
- CN(C)c1nc(OCCNC(=O)Nc2ccccc2)nc(N2CCCCC2)n1
    -5	-2.5	19	-5	2.7	-2	17	-2	-9
- C#CCOCCOCCOCCNc1nc(N2CCN(C(=O)[C@H]([C@@H](C)CC)n3cc(CCCN=C(N)N)nn3)CC2)nc(N2CCN(C(=O)[C@H](Cc3ccc(O)cc3)n3cc(CCO)nn3)CC2)n1
    7	0.1	-8	7	3.3	13	-0.3	-6	5
- O=C1c2ccccc2C(=O)N1CCCN1CCN(CCCN2C(=O)c3ccccc3C2=O)CC1
    .	-2	7	.	-1.3	.	-0.5	.	.
- COCc1cc(C)nc2oc(C(=O)c3ccccc3)c(N)c12
    7	-1.3	-10	0	-0.5	11	6.9	3	-1
- CCN(CC)C(=O)CSc1nnc(CCN)o1
    -2	-0.04	-7	4	0.0	13	0.0	-21	6
- CC(=O)c1ccccc1NC(=O)Cn1c(=O)cnc2ccccc21
    -3	0.15	4	5	2.5	4	0.8	-16	-12
- CC(Oc1ccc(Cl)cc1Cl)c1nc(-c2ccc(NC(=O)c3cccnc3)cc2)no1 (stereo unspecified)
    21	0.51	3	5	-7.2	5	-0.2	8	-4
- CN(C)C=NCCn1c(N2CCOCC2)nc2c1c(=O)n(C)c(=O)n2C
    10	0.69	-7	-9	0.3	11	2.1	-19	-12
- Cc1cccc(N(CC(N)=O)S(C)(=O)=O)c1C
    3	.	1	0	-0.4	4	0.5	3	-6
- COC(=O)c1cn[nH]c1NC(=S)Nc1ccc(Cl)c(Cl)c1
    5	-0.53	3	-3	1.7	9	-0.5	2	-1
- Cc1ccc(C2C3=C(CCCC3=O)Nc3nc(SCC(=O)NCc4ccco4)[nH]c(=O)c32)cc1 (stereo unspecified)
    -7	0.56	1	4	-2.9	17	0.2	4	1
- NC(N)=NS(=O)(=O)c1ccc(N/C=C\C(=O)c2ccncc2)cc1
    2	0.7	17	3	-1.4	13	62	9	0
- Cc1cccn2c(=O)c(/C=N/O)c(N3CCCC3)nc12
    5	0.1	1	2	-2.3	15	-0.3	-7	1
- O=C(Nc1ccc(S(=O)(=O)N2CCCC2)cc1)C1CC(=O)N(c2ccccc2)C1 (stereo unspecified)
    .	-0.44	24	0	1.5	8	1.8	3	-2
- Cc1ccc(S(=O)(=O)CCC(=O)NCCN2C(=O)S/C(=C/c3ccc(F)cc3)C2=O)cc1
    -28	-1.1	4	16	-1.3	8	0.1	-10	-3
- COc1ccccc1S(=O)(=O)Cc1ccc(C(=O)N2CCN(c3ccc(C)cc3)C(C)C2)o1 (stereo unspecified)
    2	0.96	-6	1	-13	11	0.0	-21	-3
- C=CCn1c(CNC(=O)c2cccs2)nnc1SCc1ccc(Cl)cc1Cl
    -5	-2	-1	1	-0.9	5	-0.5	-7	-19
- COc1cccc(C2C(C(=O)c3cc4ccccc4o3)=C(O)C(=O)N2CCN(C)C)c1OC (stereo unspecified)
    15	1.2	1	.	-0.4	.	0.0	.	.
- O=C(/C=C/c1ccco1)NC(=S)Nc1ccc(N2CCCC2)cc1
    -2	1.2	0	6	-7.1	5	-0.2	-2	-6
- N#C/C(=C\c1cccc(O)c1)C(=O)Nc1ccc2c(c1)OCCO2
    10	0.7	1	2	-1.3	5	1.7	-2	-1
- N#CC1=C(Nc2ccccc2Cl)SC(c2ccccc2O)NC1=O (stereo unspecified)
    -29	-1.5	2	-12	-0.6	0	0.0	0	-2
- CC1CN(C(=O)c2cc3cc([N+](=O)[O-])ccc3oc2=O)CC(C)O1 (stereo unspecified)
    10	.	21	-5	0.3	1	-0.5	7	-10
- CCOc1ccc(-c2nnn(CCC(=O)O)n2)cc1OC
    5	0.013	1	1	-1.0	13	0.0	8	-5
- Cc1ccc(OCCn2c(=O)sc3ccccc32)cc1
    11	-1.3	12	4	2.3	13	2.9	-8	-3
- Cc1ccnc(NS(=O)(=O)c2ccccc2)n1
    9	1.8	0	-4	-1.6	4	-0.1	-8	-5
- Cn1c(CCNC(=O)OC(C)(C)C)n[nH]c1=S
    -6	-0.015	1	5	2.2	35	-0.4	-12	-8
- O=c1[nH]cc([N+](=O)[O-])cc1Br
    -2	1	-2	4	0.4	16	-0.5	4	6
- Cc1[nH]n(-c2ccccc2)c(=O)c1Sc1ccc(Cl)cc1
    2	-0.44	0	9	-0.4	17	-0.1	-30	1
- O=C(O)CCCC(=O)Nc1ccn(-c2ccccc2)n1
    -14	0.0071	-3	0	1.1	4	2.4	2	-1
- CCOC(=O)CNC(=O)CN1C(=O)CC(c2ccccc2)S(=O)(=O)c2ccccc21 (stereo unspecified)
    2	-0.077	0	-10	-0.7	-7	0.2	-26	-4
- Cc1cc(C)c(S(=O)(=O)NCCn2c(C)cc3ccccc32)c(C)c1
    -2	0.38	1	4	0.9	12	2.4	-28	-5
- COc1ccc(-n2c(SCC(=O)Nc3ccccc3)nc3c(c2=O)SCC3)cc1
    -9	0.2	2	-9	-0.4	-5	-0.3	13	-5
- COc1cc(C(=O)Nc2ccc3c(c2)Cc2ccccc2-3)cc(OC)c1OC
    .	-1	0	8	0.4	6	-0.1	-21	-7
- COc1ccc(OC)c(N(CC(=O)Nc2ccc3c(c2)OCO3)S(=O)(=O)c2ccccc2)c1
    0	-1.9	12	2	-2.4	20	0.1	0	1
- Cc1nc2ccccn2c1/C(O)=C1\C(=O)C(=O)N(CCCn2ccnc2)C1c1ccncc1 (stereo unspecified)
    1	.	1	8	-2.1	16	-0.1	4	3
- CCN(CC)C(=O)C(C)N(C#N)c1nc(Cl)nc(N(C)C)n1 (stereo unspecified)
    6	0.14	6	0	-3.3	5	-2.4	-6	-2
- CCOc1ccc(S(=O)(=O)Nc2nc3ccc(OC)cc3s2)cc1
    13	-0.2	3	0	0.0	9	0.0	-3	2
- CC(=O)c1ccc(NC(=O)CSc2nc(=O)cc(N)n2-c2ccccc2)cc1
    4	-1.1	10	-4	-0.9	7	1.2	-1	-4
- CN(C)CCCNC(=O)COc1ccc(Br)cc1Cl
    4	0.15	4	6	3.5	12	1.0	-19	-3

Three entries from above, ordered by SMILES length, low to high.
Below each compound: Rad51 HR inh	Cl transport mod	Hck-Nef inh	FXIa inh 1536	TNF death inh	FXIIa inh	L929 necroptosis	KLK5 inh	Thrombin inh
- CN(C)CCCNC(=O)COc1ccc(Br)cc1Cl
    4	0.15	4	6	3.5	12	1.0	-19	-3
- CCOc1ccc(S(=O)(=O)Nc2nc3ccc(OC)cc3s2)cc1
    13	-0.2	3	0	0.0	9	0.0	-3	2
- CCN(CC)C(=O)C(C)N(C#N)c1nc(Cl)nc(N(C)C)n1 (stereo unspecified)
    6	0.14	6	0	-3.3	5	-2.4	-6	-2

Next records.
Below each compound: Rad51 HR inh	Cl transport mod	Hck-Nef inh	FXIa inh 1536	TNF death inh	FXIIa inh	L929 necroptosis	KLK5 inh	Thrombin inh
- CCOC(=O)c1c(N)n(CCOC(=O)c2cccs2)c2nc3ccccc3nc12
    .	-1.3	28	-8	-4.0	-1	0.2	-87	-8
- CC(C)n1cc(-c2ccc(Cl)cc2)cc(C#N)c1=O
    -8	-1.2	-1	-9	1.2	-5	-0.2	-2	-3
- O=C(CN1CC[n+]2c(-c3ccccc3)csc21)c1ccc(Br)cc1
    6	0.53	67*	-1	-17	9	-0.2	-3	-3
- Cc1ccc(S(=O)(=O)NC(=O)NN2CCCCCC2)cc1
    -5	0.053	0	10	-0.4	4	3.5	-15	-3
- COC(=O)CNC(=O)C(CCSC)NC(C)=O (stereo unspecified)
    .	0.28	9	4	-0.7	16	-0.7	4	2
- Cc1ccc(C(=O)COC(=O)c2cn3ccccc3n2)cc1
    4	-0.058	19	1	-0.4	9	2.4	-5	-4
- COc1ccc(C(=O)c2coc3ccc(O)c(CN4CCCCC4)c23)cc1
    8	-0.57	22	4	3.5	10	0.2	48*	13
- CCCCNC(=O)CCC(=O)Nc1ccc2nc(N3CCC(C)CC3)cc(C)c2c1
    -8	-0.83	14	-2	3.3	8	2.2	1	-7
- COC(=O)Cc1[nH]nc2c1C1(C(=O)N(Cc3ccc(Cl)cc3)c3ccccc31)C(C#N)=C(N)O2 (stereo unspecified)
    -2	-0.44	-1	-15	-4.9	-8	0.9	-22	0
- O=C(CN1CCN(C2CCCCC2)CC1)NCCC1=CCCCC1
    -4	.	1	-3	0.1	5	1.1	-5	1
- Cc1nn(C)c(C)c1CN(C)C(=O)c1cnn2c1NC(c1ccccc1)CC2C(F)(F)F (stereo unspecified)
    2	1.8	1	3	-6.5	21	-0.1	-12	6
- CS(=O)(=O)N1Cc2ccccc2CC1C(=O)OCC(=O)Nc1ccc2ccccc2c1 (stereo unspecified)
    -5	0.43	9	4	-1.3	5	-0.6	-33	-17
- Cc1nc2c3cc(F)ccc3n(Cc3ccccc3F)c2s1
    .	-0.72	3	3	-5.0	4	0.1	-26	-10
- CN(Cc1cn(C)c2ccccc12)C(=S)Nc1cc(F)cc(F)c1
    -4	-0.92	7	-2	-0.1	6	0.4	-7	-6
- Cn1c(SCC(=O)c2c(N)n(C)c(=O)n(C)c2=O)nnc1-c1ccccc1F
    -33	1.5	19	-3	0.9	5	-1.1	3	-12
- COc1ccc2c(c1OC)CN1CCc3cc4c(cc3[C@@H]1[C@@H]2O)OCO4
    0	-0.069	-4	4	0.3	16	4.1	-4	2
- Cc1cccc(CN2C(=O)N/C(=C/c3cc(C)n(-c4ccccn4)c3C)C2=O)c1
    -10	0.46	7	6	1.9	19	-0.7	-6	5
- Cc1c(C(=O)C(=O)N2CCCc3ccccc32)c2ccccc2n1C
    -6	-2	5	-8	-7.1	-6	1.1	-7	-14
- Cc1c(-c2ccccc2)oc2c(C(=O)N3CCN(c4ccc([N+](=O)[O-])cc4)CC3)cccc2c1=O
    7	-0.49	0	8	-0.7	13	0.3	-3	0
- O=C1/C(=C\c2ccncc2)SC(=S)N1C1CCCCC1
    0	-0.022	3	-5	-3.0	2	-0.3	11	-8
- CC1(C)CC(=O)c2sc(NC(=O)c3ccco3)nc2C1
    0	-0.0067	10	-4	-1.7	17	-0.5	-2	-5
- CCOC(=O)COc1ccc2c3c(c(=O)oc2c1C)CCC3
    14	-2	-9	4	-0.2	17	-0.7	-15	2
- COc1ccc(Nc2oc(COc3ccccc3OC)nc2C#N)cc1
    .	1.1	-17	-3	0.3	5	1.0	-11	-4
- O=C(NC(=S)Nc1cccc2ncccc12)c1ccco1
    18	13*	2	-1	-1.2	4	-0.7	-6	1
- CC1(OC(=O)C2CCCC2)C(=O)C=C2C=C(c3ccsc3)N(Cc3ccco3)C=C2C1=O (stereo unspecified)
    -3	-0.87	28	2	-2.4	6	-0.8	3	-3
- Cc1nc2ccccn2c1C(=O)Nc1ccc2c(c1)OCCO2
    0	-1.3	5	8	-2.8	14	0.0	-10	0
- Cc1ccc(NCc2n[nH]c(=S)n2-c2ccccc2)cc1
    16	0.39	22	5	0.5	4	2.2	-8	-4
- CC(C)(C)C(=O)NC(=S)Nc1ccccc1C(N)=O
    10	-3.2	2	0	1.3	8	1.2	-19	-6
